Screening data deposited in PubChem BioAssay by National Center for Advancing Translational Sciences (NCATS).
GRP78 ERSR act = ER stress response induction in glioma; U87-MG GRP78 promoter luciferase reporter, 16 h; Potency, µM, for the others: top-dose activation, most hits filed as activators; actives 0.02% (n = 420,000); AID 602332; further: potency means the concentration at half of the fitted maximal effect; series mostly up to about 76 µM; % of control where 0% means no effect; nearly all actives have a fitted effect of over 35% in size
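Stably transfected U87-MG glioma cells carrying a GRP78-based luciferase sensor; 16 h compound incubation. Luminescence end-point read 10 min after Bright-Glo addition at room temperature.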
USP1-UAF1 inh = USP1/UAF1 (human) deubiquitinase inhibition. recombinant USP1/UAF1, Ub-Rhodamine cleavage fluorescence. Potency, µM (top dose mostly 57.1 µM), for the others: top-dose activity change, negative = inhibition, hits mostly inhibitors. O94782. actives 0.23% (n = 390,000); further: potency means the concentration at half of the fitted maximal effect; on the % scale 0 is the no-effect control and ±100 the full control effect; nearly all actives have a fitted effect of over 60% in size; inactives centre near -12
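USP1/UAF1 complex at 1 nM was preincubated with compound for 15 min at room temperature, then Ub-Rho substrate (150nM final) was added. Fluorescence (480/540 nm) was read kinetically, 6 reads every 60 seconds.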
Vif-APOBEC3G blk = Vif-A3G binding inhibition. Q9HC16. HeLa A3G-eYFP + Vif (tagged APOBEC3G with the HIV-1 protein that degrades it), YFP fluorescence, overnight. AID 602310. actives 0.076% (n = 410,000). Potency, µM (doses to about 46.1 µM), for the others: top-dose activity, negative = active, most hits filed as inhibitors;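 further: potency means the concentration at half of the fitted maximal effect; on the % scale 0 is the no-effect control and ±100 the full control effect; nearly all actives have a fitted effect of over 60% in size; hits raise eYFP signal because A3G escapes Vif-driven loss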
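HeLa cells stably expressing Vif and C-terminally eYFP-tagged A3G, seeded overnight at 37 deg C, then exposed to compound by pintool overnight at 37 deg C. Rise in yellow fluorescence (Ex 488/Em 500-530, Acumen) marks blocked Vif-driven A3G degradation.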
LDHA block = inhibitors of human lactate dehydrogenase A; P00338; purified LDHA, NADH/diaphorase-resazurin fluorescence; stronger effect = lower value; activity change, % (values are at about 110 or 230 µM); actives 0.15% (n = 480,000); AID 1347041; in the data active means activity change below about -30%; inconclusive means mostly about -25% to -30%;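 further: plate controls were DMSO wells for no effect and wells without enzyme for full effect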
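Human LDH5 (2 nM) was incubated with 0.06 mM NADH and 0.2 mM pyruvate for 5 min at room temperature in Tris pH 7.4. Remaining NADH was coupled through diaphorase/resazurin, and resorufin fluorescence was read at 0 and 20 min.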
IDH1 R132H inh = human IDH1 R132H inhibition. O75874. IDH1-R132H enzyme, NADPH consumption, diaphorase/resazurin fluorescence. Potency, µM (doses to about 76.6 µM), inactives show top-dose activity change, negative = inhibition, actives largely listed as inhibitors. actives 0.093% (n = 390,000); further: potency means the concentration at half of the fitted maximal effect; on the % scale 0 is the no-effect control and ±100 the full control effect; nearly all actives have a fitted effect of over 65% in size
Target sequence (O75874 whole entry R132H, stated change not applied): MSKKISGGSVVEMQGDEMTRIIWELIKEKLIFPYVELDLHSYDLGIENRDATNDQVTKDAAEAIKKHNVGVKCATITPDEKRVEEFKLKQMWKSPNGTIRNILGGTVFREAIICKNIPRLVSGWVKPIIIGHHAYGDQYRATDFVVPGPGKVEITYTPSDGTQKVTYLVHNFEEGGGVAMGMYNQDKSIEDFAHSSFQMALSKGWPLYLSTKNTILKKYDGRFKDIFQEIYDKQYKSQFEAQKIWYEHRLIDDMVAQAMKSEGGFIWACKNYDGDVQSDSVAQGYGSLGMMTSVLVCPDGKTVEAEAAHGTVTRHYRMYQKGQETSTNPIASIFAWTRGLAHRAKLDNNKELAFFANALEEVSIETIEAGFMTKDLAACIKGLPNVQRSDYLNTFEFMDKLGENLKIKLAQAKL
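IDH1-R132H (0.5 ug/mL) preincubated 30 min with compound, then NADPH (0.016 mM) and alpha-KG (2 mM) added; 80 min at RT, pH 7.5. Remaining NADPH coupled via diaphorase/resazurin to fluorescence (540/590 nm); concentration-response curves normalized to no-enzyme control.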
TrxR1 substrate = is turned over as a substrate by rat TrxR1; O89049; purified TrxR1 substrate turnover, NADPH consumption readout; Potency, µM (highest dose often 114 µM), inactives show top-dose activity change, negative = substrate turnover; actives 0.01% (n = 390,000); further: potency means the concentration at half of the fitted maximal effect; on the % scale 0 is the no-effect control and ±100 the full control effect; nearly all actives have a fitted effect of over 50% in size
Target sequence (O89049 whole entry, looked up): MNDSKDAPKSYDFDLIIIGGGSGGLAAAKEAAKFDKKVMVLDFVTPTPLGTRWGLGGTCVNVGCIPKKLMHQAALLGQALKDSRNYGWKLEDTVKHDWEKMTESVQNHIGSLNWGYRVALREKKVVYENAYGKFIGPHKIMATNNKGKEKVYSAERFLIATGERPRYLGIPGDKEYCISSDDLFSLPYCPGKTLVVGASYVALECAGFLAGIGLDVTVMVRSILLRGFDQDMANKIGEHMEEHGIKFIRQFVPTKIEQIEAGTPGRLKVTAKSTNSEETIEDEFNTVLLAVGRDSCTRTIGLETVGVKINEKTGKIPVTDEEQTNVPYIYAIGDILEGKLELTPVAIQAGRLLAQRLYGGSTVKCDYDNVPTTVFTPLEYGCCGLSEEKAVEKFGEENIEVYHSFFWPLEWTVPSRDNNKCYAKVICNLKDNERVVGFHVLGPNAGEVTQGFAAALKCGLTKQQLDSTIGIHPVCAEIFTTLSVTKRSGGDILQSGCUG
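Rat TrxR1, dispensed at 90 nM, was prereduced with 400 uM NADPH (final) for 5 min at ~22 deg C, then incubated with compound 15 min before 400 uM selenite. A first-read NADPH fluorescence drop versus no-compound background flagged substrates.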
RGS4 inhibitor = human RGS4 inhibition; P49798; Transcreener GDP fluorescence polarization, RGS4-accelerated GTP hydrolysis; Potency, µM (highest dose often 114 µM), for the others: at the highest dose activity change, negative = inhibition, actives largely listed as inhibitors; actives 0.039% (n = 390,000); further: potency means the concentration at half of the fitted maximal effect; on the % scale 0 is the no-effect control and ±100 the full control effect; nearly all actives have a fitted effect of over 75% in size; some results filed as inactive show a strong effect at the top dose
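MLSMR compounds (23 nl, pin-transferred) preincubated 10 min at room temperature with a 500nM (2x) first reagent, then RGS4 at 900nM (2x) plus Transcreener GDP mix added; fluorescence polarization (620/688 nm) read before and after 90 min at 30 °C.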
rTrxR1 inhibitor = inhibitors of rat thioredoxin reductase 1 | O89049 | recombinant rTrxR1, NADPH fluorescence consumption, selenite substrate | Potency, µM (highest dose often 114 µM), inactives show top-dose activity change, negative = inhibition, hits mostly inhibitors | actives 1% (n = 390,000); further: potency means the concentration at half of the fitted maximal effect; on the % scale 0 is the no-effect control and ±100 the full control effect; nearly all actives have a fitted effect of over 65% in size
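Rat TrxR1 (90 nM in the dispensed reagent) was pre-reduced with 400 uM NADPH for 5 min at room temperature, then incubated with compound for 15 min. After 400 uM selenite was added, NADPH fluorescence (Ex 340/Em 450 nm) was followed for 8 min.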
Vif-A3F inh = inhibitors of Vif-A3F interaction; actives 0.2% (n = 390,000); AID 602313; HeLa A3F-eYFP + Vif (tagged APOBEC3F with the HIV-1 protein that degrades it), YFP fluorescence increase; Potency, µM (highest dose often 46.1 µM), for inactives: at the highest dose activity, negative = active; further: potency means the concentration at half of the fitted maximal effect; % of control where 0% means no effect; nearly all actives have a fitted effect of over 65% in size
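Fluorescence increase (Ex 488/Em 500-530) after overnight compound treatment at 37 deg C flags inhibition of Vif-driven A3F-eYFP loss in stable HeLa A3F-eYFP/Vif cells seeded overnight beforehand.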
The depositor's hits bear a star; ? = inconclusive; nt = no result given; & = joins results of further samples; [ ] = dose if it differs, or a comment. Unless noted, the call rests on the fitted dose curve; in most records, active means well fitted curve in the direction sought with a large enough effect; inconclusive means small, poorly fitted or top-dose-only effect, or another doubt; inactive means no such curve, though single readings can be large; an effect the other way counts as inactive or inconclusive. Only part of the results is shown. The share of hits here may be higher or lower than overall.

SMILES	GRP78 ERSR act	USP1-UAF1 inh	Vif-APOBEC3G blk	LDHA block	IDH1 R132H inh	TrxR1 substrate	RGS4 inhibitor	rTrxR1 inhibitor	Vif-A3F inh
Cc1nc(C)c(C(=O)N(c2ccccc2F)C(C(=O)NCC2CCCO2)c2ccccc2)s1 (stereo not drawn)	-1.6%	-15.5%	-3.4%	-4.5	0.6%	18.9%[57.1 µM]	?	22.8%[57.1 µM]	-6.8%
CC1CC(=O)Nc2cc([N+](=O)[O-])ccc2N1 (stereo not drawn)	-1.6%	-20.1%	-8.5%	-3.8	-7.4%	4.6%	4.7%[11.4 µM]	10.8%	-0.2%
Cc1ccc(NC(=O)C2Cc3ccccc3N2C(=O)c2ccccc2)cc1Cl (stereo not drawn)	-1.3%	?	-2.2%	1.2	0.0%	8.4%[57.1 µM]	-14.5%	20.5%[57.1 µM]	3.9%
NC(=S)N/N=C/c1c(O)c(Br)cc2oc3c(c12)CCCC3	-2.8%	-9.6%	4.1%	-4.7	-6.8%	-6.2%	-4.1%	-7.2%	7.0%
CCN(CC)S(=O)(=O)c1ccc(N2CCCCC2)c(NC(=O)/C(C#N)=C/c2ccc(OC)cc2)c1	-4.1%	-19.6%	0.0%	-1.4	-1.4%	-19.7%	-3.6%	-22.5%	-1.3%
c1csc(-c2nn3c(C4CCCCC4)nnc3s2)c1	-3.2%	-22.0%	-1.2%	1.4	-1.1%	-5.4%	-5.7%	-0.8%	0.5%
Cn1c(SCc2ccccn2)nc2c1c(=O)[nH]c(=O)n2C	3.0%	-21.9%	-1.3%	-1.4	-2.1%	-0.6%[57.1 µM]	2.6%	4.6%[57.1 µM]	1.6%
CC(C)CNC(=O)C(=O)NCC1OCCCN1S(=O)(=O)c1ccc2c(c1)OCCO2 (stereo not drawn)	-2.3%	-22.0%	-4.0%	-0.9	4.3%	0.7%	-5.4%	9.5%	1.1%
CC(C)COP(=O)(c1ccc(N(C)C)cc1)C(O)c1ccncc1 (stereo not drawn)	-3.2%	-22.6%	-1.4%	0.0	3.7%	-6.8%	6.9%	-0.6%	-0.1%
Cc1cccc(OCC(=O)NCCNC(=O)c2ccccn2)c1	-3.3%	-10.5%	0.4%	-5.8	5.4%	2.6%	12.2%	9.4%	3.8%
Cc1nn(Cc2ccc(Cl)c(Cl)c2)c(C)c1NC(=O)c1noc2c1CCCCC2	-3.6%	-10.0%	1.8%	-11.7	1.0%	-1.4%	11.3%	31.2%	1.3%
O=C(CN1C(=O)COc2ccc(S(=O)(=O)NC3CCCC3)cc21)Nc1ccc(Cl)cc1F	-3.3%	-18.9%	2.1%	-8.8	10.8%	-9.8%	14.0%	6.0%	1.4%
CC#CCN1c2ccccc2[C@]23C[C@@H](C(=O)OC)N=C2NC(C(=O)OC)=C(C(=O)OC)[C@H]13	-4.2%	?	-0.1%	0.0	6.3%	2.0%	-11.1%	8.4%	-0.3%
Cc1nnc(OC(C)C)c2nn(-c3ccccc3F)c(C)c12	0.9%	-6.4%	-0.9%	-6.8	5.7%	11.0%	-7.3%	25.3%	-0.6%
CCCC(=O)n1nc(-c2ccc(C)cc2)nc1NCc1ccco1	0.5%	-13.1%	1.3%	-5.2	5.6%	1.9%[57.1 µM]	?	6.2%[57.1 µM]	0.0%
COc1cc(C=O)ccc1OC(=O)c1cccnc1	-5.2%	0.5%	5.9%	0.5	4.8%	-3.5%	7.2%	-5.1%	-9.7%
COc1ccc(NC(=O)NNc2cc(N3CCOCC3)nc(N3CCOCC3)n2)cc1	0.1%	0.2%	2.7%	3.5	1.4%	-4.7%	-0.1%	2.4%	-2.8%
CCSc1nc(N2CCCCC2)c2c(c1C#N)CCCC2	-0.4%	?	3.4%	-3.5&0.6	1.6%	-1.9%	-34.4%	-13.6%	-2.0%
CCOC(=O)c1sc(NC(=O)c2cc(-c3ccccc3C)nc3ccccc23)c(C#N)c1C	-9.0%	-10.9%	2.5%	-5.1	2.0%	1.8%[57.1 µM]	-35.2%[11.4 µM]	2.0%[57.1 µM]	-11.7%
CN(Cc1ccccc1)C(=O)C(=O)c1c[nH]c2ccccc12	-3.5%	-22.4%	-0.1%	0.3&-1.3	-3.1%	nt	nt	nt	1.8%

Of the compounds above, two contain a furan ring, fused or not:
SMILES	GRP78 ERSR act	USP1-UAF1 inh	Vif-APOBEC3G blk	LDHA block	IDH1 R132H inh	TrxR1 substrate	RGS4 inhibitor	rTrxR1 inhibitor	Vif-A3F inh
NC(=S)N/N=C/c1c(O)c(Br)cc2oc3c(c12)CCCC3	-2.8%	-9.6%	4.1%	-4.7	-6.8%	-6.2%	-4.1%	-7.2%	7.0%
CCCC(=O)n1nc(-c2ccc(C)cc2)nc1NCc1ccco1	0.5%	-13.1%	1.3%	-5.2	5.6%	1.9%[57.1 µM]	?	6.2%[57.1 µM]	0.0%

Later entries
SMILES	GRP78 ERSR act	USP1-UAF1 inh	Vif-APOBEC3G blk	LDHA block	IDH1 R132H inh	TrxR1 substrate	RGS4 inhibitor	rTrxR1 inhibitor	Vif-A3F inh
CN(C(=O)c1ccc(NC(=O)Cc2ccc(NC(=O)C3CCCN(C(=O)CCc4ccccc4)C3)cc2)cc1)C1CC1 (stereo not drawn)	-1.1%	-24.0%	1.0%	-4.4	-2.9%	2.6%[57.1 µM]	2.0%	-0.8%[57.1 µM]	1.0%
CCn1c(CNC(=O)c2ccc(OC)cc2)nnc1SCC(=O)Nc1ccc(OC)cc1	-4.0%	-16.3%	-1.0%	7.5	1.9%	4.4%	9.3%	6.5%	4.4%
O=C(O)c1ccc(CSc2nnc(-c3ccc(Cl)cc3)o2)cc1	-3.4%	-6.6%	3.5%	0.4	-5.8%	5.7%[57.1 µM]	-30.9%	6.5%	9.3%
CC(Cc1ccc(O)c(O)c1)C(C)Cc1ccc(O)c(O)c1 (stereo not drawn)	2.9%&-2.1%&0.3%	-33.8%	-4.0%	16.3	-11.4%	4.8%	-28.7%	?	-9.1%
C=CC[C@@H](CC(=O)N[C@H](CO)Cc1ccccc1)C(=O)NCCOC(=O)[C@@H](CC=C)Cc1ccc(F)cc1	-4.5%	2.7%	-0.6%	-7.6	6.8%	0.9%	28.0%	20.0%	-6.0%
Cc1ncc(CSc2nccc(=O)[nH]2)c(CO)c1O	-1.5%	-10.1%	-0.8%	-1.1	-3.4%	3.9%	-6.4%	-0.3%	-4.9%
O=C(OCC(=O)c1ccc[nH]1)c1ccc([N+](=O)[O-])cc1	-2.2%	-8.3%	1.0%	-10.0	-8.5%	-5.7%	2.2%	11.3%	2.9%
CC1(C)CC2CC(C)(CN2S(=O)(=O)c2ccc(C(=O)Nc3ccc(S(=O)(=O)N4CCOCC4)cc3)cc2)C1 (stereo not drawn)	-3.6%	-15.6%	0.8%	-3.8	1.8%	-21.0%[57.1 µM]	-26.4%	27.6%[57.1 µM]	7.1%
COCCCN1CCc2[nH]c(=S)[nH]c(=O)c2C1	-2.4%	-12.4%	-0.8%	7.7	5.3%	-8.1%	?	-22.9%	-19.9%
CCCC(=O)Nc1ccc(Cl)c(NC(=O)c2cccnc2)c1	-3.2%	?	-1.6%	-8.9	1.2%	13.2%	21.9%	19.7%	-11.6%
Cc1ccc(-c2noc(CNC(=O)c3ccccc3)n2)cc1	0.7%	0.1%	1.3%	-9.5	-12.1%	2.2%	1.2%	-3.3%	-6.0%
Cc1ccc(S(=O)(=O)c2c(COC(=O)c3ccc(Cl)cc3)c(-c3ccccc3)nn2C)cc1	-2.6%	-5.3%	-0.5%	-3.2	-2.1%	-11.3%	-7.4%	-5.3%	-5.6%
CC(=O)NC(Cc1ccccc1)C(C)=O (stereo not drawn)	-0.3%	-16.4%	4.8%	-7.5	3.3%	6.3%[57.1 µM]	-3.3%	11.7%[57.1 µM]	2.5%
O=C(CSc1nc2ccccc2[nH]1)NCCc1ccc(Cl)cc1	-1.2%	-17.5%	-8.7%	1.8	9.3%	1.5%	-11.4%	9.8%	-2.8%
Cc1cccc(-n2nnc(C(=O)NCc3ccco3)c2N)c1	-0.1%	-20.1%	-2.9%	-5.4	1.1%	-9.7%	9.0%[11.4 µM]	19.8%[57.1 µM]	3.8%
O=S(=O)(c1ccc2nc(COc3ccc(Cl)cc3Cl)[nH]c2c1)N1CCOCC1	1.0%	?	0.8%	-0.6	3.0%	-6.4%	12.4%	-2.6%	-3.7%
CN(C)c1nc(Oc2ccc(=O)[nH]n2)nc(N2CCOCC2)n1	-3.5%	9.8%	1.3%	-4.8	2.4%	-7.5%	22.5%	-2.8%	0.6%
CCc1ccc(S(=O)(=O)c2nnn3c2nc(Nc2cc(OC)cc(OC)c2)c2cc(Cl)ccc23)cc1	-4.0%	-23.1%	1.4%	-7.5	-1.8%	6.4%	11.8%	40.1%[activator]	-3.9%
COc1ccc(CC(=O)NC2CCN(CC(=O)N3CCCc4ccccc43)CC2)cc1OC	-1.6%	7.8%	1.2%	-8.7	1.1%	-8.4%	12.3%	8.5%	-8.2%
CCOCCCNS(=O)(=O)Cc1ccccc1	0.0%	-0.1%	-8.6%	-1.5	0.3%	5.9%[57.1 µM]	-0.8%	12.2%	-0.1%
